# APJ ag: APJ receptor agonism | 0.11% of 330,000 active | activation, % at 20 µM | CHO-K1 APJ PathHunter beta-arrestin, luminescence; 0% DMSO wells, 100% apelin;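 active = activation more than six SD over the plate average, tested at 20 µM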;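 note: 0% = DMSO alone and 100% = apelin-13 at 10 nM; some results filed as inactive read as strong as hits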
#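 Test system – PathHunter CHO-K1 APJ (AGTRL-1) beta-arrestin reporter cells · Input – 1000 cells/well · Compound – single test compound dose, 20 µM final, 1% DMSO · Times – compound stimulation 90 min at 25 °C, detection 60 min · Technique – beta-gal luminescence · Read-out basis – APJ–arrestin association signal · Control set – negative DMSO alone, positive Apelin-13 at 10 nM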
# CXCR6 block: CXCR6 (human) receptor inhibition. O00574. CHO-K1 PathHunter CXCR6 beta-arrestin, luminescence. inhibition, % at 20 µM. 0.36% of 360,000 active. AID 602244; in the data active = inhibition above about 34%, passing the limit was not always enough;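 note: antagonist mode with CXCL16 agonist at 10 nM final; 0% = 10 nM CXCL16 with DMSO and 100% = unstimulated wells without agonist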
# Mdm2-MdmX inh: disrupts the human Mdm2-MdmX interaction | 3% of 330,000 active | SaOS-2 split-luciferase Mdm2/MdmX complementation, luminescence | inhibition, % at 8 µM | O15151+Q00987;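 active = inhibition of at least 50% at 8 µM in the primary screen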
# Target sequence (O15151 whole entry, looked up): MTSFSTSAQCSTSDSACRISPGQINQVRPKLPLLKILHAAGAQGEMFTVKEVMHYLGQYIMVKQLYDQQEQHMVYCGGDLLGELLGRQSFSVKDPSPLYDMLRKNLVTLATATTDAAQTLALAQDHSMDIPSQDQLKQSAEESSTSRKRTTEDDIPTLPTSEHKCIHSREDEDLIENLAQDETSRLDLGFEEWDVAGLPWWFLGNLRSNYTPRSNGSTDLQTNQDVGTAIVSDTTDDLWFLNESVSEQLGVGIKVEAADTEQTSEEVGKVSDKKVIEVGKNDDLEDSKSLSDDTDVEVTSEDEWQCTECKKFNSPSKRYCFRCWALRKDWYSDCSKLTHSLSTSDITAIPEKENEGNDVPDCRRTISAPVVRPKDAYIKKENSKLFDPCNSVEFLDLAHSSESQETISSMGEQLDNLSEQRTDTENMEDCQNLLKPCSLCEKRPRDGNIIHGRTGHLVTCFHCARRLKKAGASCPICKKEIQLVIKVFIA
# Target sequence (Q00987 whole entry, looked up): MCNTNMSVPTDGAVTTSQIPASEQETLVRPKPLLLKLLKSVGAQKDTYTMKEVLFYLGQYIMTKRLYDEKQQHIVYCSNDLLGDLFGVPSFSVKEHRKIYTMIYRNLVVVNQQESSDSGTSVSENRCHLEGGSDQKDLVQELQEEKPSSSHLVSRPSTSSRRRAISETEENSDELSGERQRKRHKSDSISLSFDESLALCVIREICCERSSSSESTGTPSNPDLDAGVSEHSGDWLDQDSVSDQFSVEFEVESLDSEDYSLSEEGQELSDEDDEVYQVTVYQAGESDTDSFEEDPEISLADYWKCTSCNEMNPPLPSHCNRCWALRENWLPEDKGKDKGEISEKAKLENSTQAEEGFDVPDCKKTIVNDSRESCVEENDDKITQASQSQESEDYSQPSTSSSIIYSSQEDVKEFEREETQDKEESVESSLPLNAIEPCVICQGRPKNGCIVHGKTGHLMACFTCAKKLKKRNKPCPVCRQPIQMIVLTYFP
# EBI2 block: EBI2 (human) antagonism. EBI2 beta-arrestin recruitment, luminescence, 7a,25-OHC stimulated. inhibition, % at 5 µM. 0.81% of 360,000 active; in the data active = inhibition above about 38%;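 note: enzyme fragment complementation signal reports receptor beta-arrestin coupling in cells; 0% = agonist plus DMSO wells and 100% = wells without agonist; some results beyond the cut were filed as inactive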
# APJ antag: blocks the human apelin receptor APJ; inhibition, % at 20 µM; CHO-K1 APJ beta-arrestin complementation, luminescence; AID 2521; P35414; 0.32% of 330,000 active;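 active = inhibition above about 40% at 20 µM, limit read from the data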;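 note: cells challenged with 10 nM apelin-13 agonist together with compound; plate controls were apelin-13 plus DMSO wells for no effect and DMSO wells lacking apelin-13 for full effect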
# CHOP UPR activ: apoptotic UPR (CHOP) activation. CHO-CHOP luciferase reporter, luminescence; percent of tunicamycin response over DMSO baseline. activation, % at 10 µM. 0.34% of 330,000 active;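 active = at 10 µM dose, activation of 40% or more, normalized to positive control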;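 note: 100% = tunicamycin at 10 µg/mL and 0% = DMSO alone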
#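 Test system: CHO-CHOP cells, stable luciferase reporter of PERK-eIF2a-CHOP signalling | Quantity: 500 CHO-CHOP cells per well | Buffer or medium: F12 plus 10% serum | Compound dosing: 10 µM single point, 0.5% DMSO | Schedule: 6 h compound treatment, 37 °C | Signal: Luciferase luminescence | Control set: Tunicamycin high control, DMSO low control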
# CCR6 antagonist: blocks CCL20-driven beta-arrestin recruitment at human CCR6 | CHO-K1 CCR6 PathHunter beta-arrestin, luminescence, CCL20-stimulated | 0.49% of 340,000 active | P51684 | inhibition, % at 20 µM;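 active = compounds whose inhibition of the agonist-driven luminescence signal at 20 µM reaches about 50%, limit read from the data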;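 note: cells stimulated with CCL20 at 14 nM final; plate controls were DMSO with CCL20 for no effect and DMSO without agonist for full effect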
# XBP1 UPR activ: adaptive UPR (XBP1) activation. 0.33% of 330,000 active. CHO-XBP1 luciferase reporter, IRE1-XBP1 UPR activation, luminescence; percent of tunicamycin response, DMSO as zero. activation, % at 20 µM;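 active = versus positive control, 20 µM dose yields 30% or more activation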;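 note: 100% = tunicamycin at 10 µg/mL and 0% = DMSO only wells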
#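 Material: CHO-XBP1 cells stably carrying IRE1-XBP1-driven luciferase reporter | Medium: F12 with 10% serum | Compound dosing: 20 µM single concentration, DMSO 1% | Incubation: Overnight seeding at 37 °C, 6 h compound treatment at 37 °C | Detection: Steady-Glo luminescence read | Read-out basis: % activation of reporter signal versus tunicamycin and DMSO controls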
# tim23-1 inh: inhibits growth of tim23-1 mutant yeast; inhibition, % at 20 µM; 1.3% of 330,000 active; S. cerevisiae tim23-1 growth, BacTiter-Glo luminescence, 24 h;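 active = growth inhibition of the mutant yeast at or above 50%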;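 note: temperature-sensitive mutant grown at 25 °C; plate controls were DMSO-treated mutant yeast for no effect and medium wells lacking yeast for full effect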
# An asterisk follows results filed as active; · = no result given. An excerpt; count on the stated rates, not on these rows.
SMILES,APJ ag,CXCR6 block,Mdm2-MdmX inh,EBI2 block,APJ antag,CHOP UPR activ,CCR6 antagonist,XBP1 UPR activ,tim23-1 inh
CN1CCN(NC(=O)c2cccc(Br)c2)CC1,2,-8,-3,4,10,0.7,-10,-1,-3
CC1CCCC(C)N1C(=O)COc1ccccc1F (stereo unspecified),-1,0,9,-1,-8,-1.0,14,-3,-9
O=[N+]([O-])c1ccc2c(c1)nnn2-c1ccccc1,0,-9,12,-1,3,1.2,5,-4,2
Cc1ccc(S(=O)(=O)N2CCN(C(=O)c3ccnn3C)CC2)cc1C,-4,-1,16,-11,-11,-0.2,0,0,-14
COC(=O)c1cccc(C23CC4(C2)[C@H](CN(Cc2ccc(C(F)(F)F)cc2)[C@@H]4c2ccccc2)C3c2ccc(C(F)(F)F)cc2)c1 (stereo partly specified),-5,·,73*,·,3,3.6,11,1,19
CSCCC(NC(=O)c1occc1C)C(=O)O (stereo unspecified),0,-16,20,-10,6,-0.1,-17,-1,-3
CS(=O)(=O)Nc1ccc(C2=NN(S(C)(=O)=O)C(c3ccc4nccnc4c3)C2)cc1 (stereo unspecified),-1,-6,15,-7,16,-1.1,-3,-4,17
Nc1c(N(Cc2ccco2)C(=O)COc2ccccc2)c(=O)[nH]c(=O)n1Cc1ccccc1,-2,2,21,-12,1,-2.8,-8,-1,12
CCc1cccc(OCCCN2C(=O)NC(C)(C)C2=O)c1,-4,6,4,-4,-1,-0.3,12,2,10
C[C@@H]1COC(=O)[C@H](CC(=O)OC(C)(C)C)C/C=C\C[C@H](CC(=O)N(CCO)Cc2ccccc2)C(=O)N1,-2,-5,-4,-3,6,-0.7,3,1,4
CCOC(=O)N=S(=O)(Oc1ccc([N+](=O)[O-])cc1)c1ccc(Cl)cc1 (stereo unspecified),-4,-1,-4,1,-12,-2.7,11,-3,8
CCC(CC)c1nnc(NC(=O)CS(=O)(=O)c2ccccc2)s1,-1,2,28,-7,16,0.6,7,-4,3
Cc1cc(C2=NNC(=NC3CC3)SC2)c(C)n1-c1c(C)n(C)n(-c2ccccc2)c1=O,-1,-1,6,0,-10,-0.6,-2,1,16
FC(F)c1nnc2ccc(Cl)nn12,2,7,-8,-21,-30,-1.0,4,-1,10
C[C@@H]1COC(=O)[C@H](Cc2ccc(F)cc2)C/C=C\C[C@@H](CC(=O)NCCO)C(=O)N1,-1,-4,0,-13,-8,0.4,1,-1,-7
CCc1noc(C)c1C(=O)N(C)CC(=O)Nc1ccccc1C(F)(F)F,-3,2,3,-3,4,-1.3,-8,-2,-1
O=S(=O)(Nc1nc2ccccc2nc1Nc1ccc2c(c1)OCO2)c1ccc(F)cc1,0,-2,50*,-7,-10,-0.9,6,0,-6
CN(C)S(=O)(=O)N1CCN(c2ccccc2)CC1,-5,-7,16,-16,-2,0.1,8,-3,-11
CCCN(C(=O)c1cccs1)c1c(N)n(Cc2ccccc2)c(=O)[nH]c1=O,4,-1,-9,-4,3,-1.7,-6,-2,10
CCOC(=O)C[C@H]1c2ccccc2S(=O)(=O)N1Cc1cc(OC)c(OC)c(OC)c1,3,1,9,-17,20,1.0,4,-1,15
CC(C)CCN(C(=O)c1csnn1)C(C(=O)NC1CCCCC1)c1ccc(F)cc1 (stereo unspecified),-1,5,-6,9,-6,-0.2,12,-3,24
COc1ccc(C2C(=O)c3ccccc3C2=O)cc1,-7,7,-13,1,19,-1.7,23,-10,6
O=C(NC1CCCCCC1)c1ccco1,-2,-3,7,-8,12,2.6,7,-1,-10
C/C(=N/OC(=O)C1CC1)c1cc(-c2ccc(Cl)cc2)no1,2,2,-85,-5,5,5.0,5,6,-30
CC(C)CCn1c(N2CCCC2)nc2c1c(=O)n(C)c(=O)n2C,1,0,0,-13,-5,2.3,15,0,15
COc1ccc(CN(C)CC(=O)Nc2c(C)cccc2C)c(OC)c1,-2,9,7,7,-17,1.9,4,0,29
COCCCNC(=O)C1CCC(CNS(=O)(=O)c2ccc(OC)cc2)CC1 (stereo unspecified),-1,5,7,-4,-3,0.7,6,-1,19
CC1CCc2cc(F)ccc2N1C(=O)CSc1nnc2c(n1)[nH]c1ccc(F)cc12 (stereo unspecified),4,-3,84*,14,18,2.3,1,67*,13
COc1ccc(CCNC(=O)c2cc(-c3ccc4c(c3)OCO4)on2)cc1OC,1,-1,12,-8,-5,-0.6,-14,-2,-16
O=C(CSc1nnc(-c2ccco2)o1)c1ccc(F)c(F)c1,-4,-1,-11,-9,9,-0.2,10,1,10
O=C(Nn1cnnc1)c1ccc(OC(F)(F)C(F)C(F)(F)F)cc1 (stereo unspecified),-1,0,-5,-4,-16,-0.5,6,2,15
COc1ccc(C(=O)CSc2nnc(NC(=O)C3CC(=O)N(c4ccccc4)C3)s2)cc1 (stereo unspecified),-2,-6,6,7,5,4.3,11,-1,-14
Brc1ccccc1/C=N/Nc1ccccn1,-4,1,-106,-2,-2,2.7,10,3,15
N#C/C(=N\Nc1c(Cl)cccc1Cl)C(=O)NN,-1,20,-8,2,17,4.6,25,0,33
CCCn1c(N)c(C(=O)CSc2nnc3n2CCCCC3)c(=O)n(C)c1=O,-5,4,28,-8,-3,1.9,-3,-2,5
OCCC1CN(Cc2nc3ccccc3[nH]2)CCN1C1CCCC1 (stereo unspecified),0,-6,-3,5,12,0.1,2,0,4
O=C(Cc1ccc(-c2ccccc2)cc1)NCc1cccnc1,-2,-3,42,-1,-2,-1.7,-7,0,4
NC(=O)c1nn(-c2ccccc2)nc1NC(=O)CN1CCOCC1,-4,0,-5,6,6,0.0,-4,-2,4
O=C(O)CC(NS(=O)(=O)Cc1ccccc1)c1cccc([N+](=O)[O-])c1 (stereo unspecified),-1,-9,20,-1,-23,-0.2,6,-3,3
CC1(C)CC(NS(=O)(=O)c2ccccc2)CC(C)(C)N1,0,3,7,2,11,-0.5,0,-2,15
Cc1ccc(NC(=S)N2CCN(Cc3ccccc3)CC2)c(C)c1,-2,-2,0,7,-18,1.9,11,-1,21
CC(C)(C)NC(=O)COC(=O)c1snc(C(=O)NC2CCCCC2)c1N,0,4,-14,-1,-8,4.1,19,-3,24
COc1ccc(NC(=O)N2CCN(C(=O)c3ccco3)CC2)c(OC)c1,6,5,24,-10,-8,1.2,1,-6,3
Cc1nc2cc(NC(=O)N3CCCCC3)ccc2n1C,-1,-9,6,1,4,1.9,1,2,-38
COc1ccc(CCNCc2ccc(OCc3ccc(Cl)nc3)c(OC)c2)cc1OC,-1,-2,23,-24,1,-1.3,16,-8,11

# Another view of part of the listing above.
# Results follow in this order: APJ ag | CXCR6 block | Mdm2-MdmX inh | EBI2 block | APJ antag | CHOP UPR activ | CCR6 antagonist | XBP1 UPR activ | tim23-1 inh
OCCC1CN(Cc2nc3ccccc3[nH]2)CCN1C1CCCC1 (stereo unspecified)
 : 0 | -6 | -3 | 5 | 12 | 0.1 | 2 | 0 | 4
O=C(Cc1ccc(-c2ccccc2)cc1)NCc1cccnc1
 : -2 | -3 | 42 | -1 | -2 | -1.7 | -7 | 0 | 4
NC(=O)c1nn(-c2ccccc2)nc1NC(=O)CN1CCOCC1
 : -4 | 0 | -5 | 6 | 6 | 0.0 | -4 | -2 | 4
O=C(O)CC(NS(=O)(=O)Cc1ccccc1)c1cccc([N+](=O)[O-])c1 (stereo unspecified)
 : -1 | -9 | 20 | -1 | -23 | -0.2 | 6 | -3 | 3
CC1(C)CC(NS(=O)(=O)c2ccccc2)CC(C)(C)N1
 : 0 | 3 | 7 | 2 | 11 | -0.5 | 0 | -2 | 15
Cc1ccc(NC(=S)N2CCN(Cc3ccccc3)CC2)c(C)c1
 : -2 | -2 | 0 | 7 | -18 | 1.9 | 11 | -1 | 21
CC(C)(C)NC(=O)COC(=O)c1snc(C(=O)NC2CCCCC2)c1N
 : 0 | 4 | -14 | -1 | -8 | 4.1 | 19 | -3 | 24
COc1ccc(NC(=O)N2CCN(C(=O)c3ccco3)CC2)c(OC)c1
 : 6 | 5 | 24 | -10 | -8 | 1.2 | 1 | -6 | 3
Cc1nc2cc(NC(=O)N3CCCCC3)ccc2n1C
 : -1 | -9 | 6 | 1 | 4 | 1.9 | 1 | 2 | -38
COc1ccc(CCNCc2ccc(OCc3ccc(Cl)nc3)c(OC)c2)cc1OC
 : -1 | -2 | 23 | -24 | 1 | -1.3 | 16 | -8 | 11

# New compounds follow
SMILES,APJ ag,CXCR6 block,Mdm2-MdmX inh,EBI2 block,APJ antag,CHOP UPR activ,CCR6 antagonist,XBP1 UPR activ,tim23-1 inh
O=c1c2cccc3c2c(nn1CN1CCOCC1)-c1ccccc1-3,2,-5,43,2,-13,-2.7,-13,2,25
COc1ccc(NC(=O)CSc2nnnn2C)c([N+](=O)[O-])c1,-1,-23,0,-17,-16,-2.4,-5,-2,11
O=C1c2cccc3cccc(c23)C(=O)N1c1ccncc1,-3,-2,-16,-12,-1,1.9,-4,0,-14
O=C(O)CCN=C1CCCc2ccccc2N1,-5,-5,-1,3,-1,1.3,9,0,0
CCN1CCN(CCCN(Cc2ccco2)C(=S)Nc2ccc(Cl)c(C)c2)CC1,-3,7,-1,-14,16,1.3,8,-2,5
COc1ccc(NC(=O)N(C)C[C@H]2Oc3ccc(NC(=O)CCN4CCOCC4)cc3C(=O)N([C@H](C)CO)C[C@@H]2C)cc1,-3,-5,-10,1,-4,-0.8,0,-2,19
O=C(CCC1CCCCC1)Nc1nccs1,-3,6,-6,-5,-2,2.7,21,2,25
COc1cccc(/C=C(/CC(=O)Nc2ccc(N3CCOCC3)cc2)c2nc3ccccc3s2)c1,-1,3,18,19,-2,2.8,24,-1,-2
O=C1c2cccnc2C(=O)N1Cc1ccc(S(=O)(=O)N2CCN(c3ccccc3)CC2)cc1,-1,-4,26,4,19,1.5,8,-3,1
CCc1ccc2nc(Nc3ncc(C(C)=O)c(C)n3)nc(C)c2c1,-1,-4,18,-3,22,2.1,1,5,3
COc1cccc(-c2noc(-c3cccs3)n2)c1,-6,8,-189,-3,6,-0.1,7,2,5
CN(C)c1ccc(C(=O)NCCCSc2ccccc2)cc1,-7,4,33,7,13,0.1,9,-3,15
CCc1cccc(NC(=O)C2CCCN2C(=O)Nc2ccc(C)cc2)c1 (stereo unspecified),0,4,13,2,10,1.2,9,2,-2
CCc1ccc(Nc2nc(C)cc(C)c2C(N)=O)cc1,4,-1,5,1,4,0.2,16,-4,-4

# Quoted from the listing:
# O=C1c2cccc3cccc(c23)C(=O)N1c1ccncc1 | EBI2 block = -12
# O=C(O)CCN=C1CCCc2ccccc2N1 | tim23-1 inh = 0

# Compound activity from PubChem.
